ERAP1 HTS inh – inhibitors of human ERAP1 aminopeptidase; Q9NZ08; recombinant ERAP1, Leu-AMC fluorescence, 60 min; inhibition, % at 10.7 µM; 0.15% of 340,000 active; AID 652197;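 active = mean replicate inhibition of at least 30%, or all replicates individually reaching that 30% level; inactive = mean below 30% and not every replicate reaching it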;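 also: 0% = neutral control wells and 100% = L-leucinethiol positive control wells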
FN deposit inh – fibronectin deposition inhibition | AH1F fibroblasts, Alexa488-fibronectin deposition fluorescence, overnight | inhibition, % at 12.6 µM | 0.086% of 350,000 active;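 active = mean inhibition across replicates of 30% or more, regardless of how many single replicates reach that level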;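 also: positive control wells lacked labelled fibronectin entirely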
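Material – AH1F fibroblast monolayer, labelled fibronectin deposition · Reagent – labelled fibronectin 24 nM · Timing – 1 h adhesion, overnight exposure · Measured by – fluorescence at 485 nm excitation, 525 nm emission · Read-out – inhibition of fibronectin deposition signal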
PglD DTNB – blocks C. jejuni PglD acetyltransferase activity; purified PglD enzyme, DTNB colorimetric CoA detection; inhibition, % at 12.5 µM; 0.098% of 360,000 active; AID 602405; in the data active = inhibition above about 16%, passing the limit was not always enough; also: strong numbers were not always called active
PAX8 reporter – lowers PAX8-driven luciferase in RMG-I cells; RMG-I TPO-luciferase reporter, SteadyGlo, 24 h; inhibition, % at 12.6 µM; 1.2% of 360,000 active; AID 652154;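 active = mean replicate inhibition at least 60% with every replicate also reaching 60%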;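 also: luciferase light reporting Pax8 driven TPO promoter activity; plate controls were median of neutral control wells for no effect and mitoxantrone controls for full effect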
PGC1a acetyl inh – modulators of PGC1a acetylation; U2OS PGC1a acetylation, AlphaScreen anti-acetyl-lysine; with virally co-expressed GCN5 acetyltransferase; inhibition, % at 15.6 µM; 0.17% of 350,000 active;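 active = every replicate shows inhibition of at least 40%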;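 also: 0% = neutral control wells and 100% = positive control wells; some results beyond the cut were filed as inactive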
LGR2 antag – inhibitors of bursicon-induced Drosophila LGR2 receptor cAMP signaling | HEK293 LGR2, CRE-luciferase, bursicon-stimulated, 4 h | inhibition, % at 9.99 µM | 0.35% of 380,000 active | AID 720647;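 active = drop in luminescence signal, shown as inhibition above about 50% in the replicate tests, limit read from the data, passing the limit was not always enough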;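 also: agonist challenge used bursicon conditioned medium at about half maximal strength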
EWS-Fli inh – blocks EWS/Fli oncoprotein-driven transcription | inhibition, % at 12.6 µM | 0.67% of 350,000 active | A673 NR0B1-luciferase reporter, viability-normalised;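 active = mean inhibition of at least 50% after viability correction, with every replicate also passing that limit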;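 also: firefly luciferase signal divided by Alamar Blue viability fluorescence both relative to DMSO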
S100A4 inh HTS – inhibitors of human S100A4 binding to myosin IIA peptide; P26447; S100A4/TAMRA-MyoIIA peptide fluorescence polarization; inhibition, % at 10.7 µM; 0.14% of 360,000 active; AID 652163;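 active = mean inhibition of at least 70% across replicates, with every replicate also reaching that level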
Target sequence (P26447 whole entry, looked up): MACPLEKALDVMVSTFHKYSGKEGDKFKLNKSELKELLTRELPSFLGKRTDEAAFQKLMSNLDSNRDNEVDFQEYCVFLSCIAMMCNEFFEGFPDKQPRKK
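Compound dosing: one dose per compound; test system: human S100A4 monomer with TAMRA-labelled myosin IIA peptide; probe or stimulus: TAMRA-labelled myosin IIA heavy-chain peptide probe, 5 nM; medium: HEPES buffer with Ca2+, pH 7.2; schedule: 5 min incubation before reading; benchmarks: neutral control DMSO, positive control TFP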
* marks the source's active call; other numbers are inactive results; x = no result given; & = joins results of further samples.

SMILES	ERAP1 HTS inh	FN deposit inh	PglD DTNB	PAX8 reporter	PGC1a acetyl inh	LGR2 antag	EWS-Fli inh	S100A4 inh HTS
CCc1ccc(N2C(=O)C(Cl)=C(N3CCOCC3)C2=O)cc1	2	5	x	-1	x	-19	4	-1
Cc1ccccc1NC(=O)CSc1ccc2nnc(-c3ccccn3)n2n1	10	x	-1	16	x	-6	x	9
COc1cccc(-c2ccc3c(c2)[C@@H]2[C@@H](CCN2C(=O)c2ccccc2F)[C@@H](CO)N3C)c1	-3	0	0	36	7	-14	6	-11
Cc1onc(C(=O)NN)c1-c1csc(COc2ccccc2)n1	x	3	x	-11	-1	13	-7	-9
C=C[C@@H]1c2ccccc2N(S(=O)(=O)c2ccc(C)cc2)[C@H](c2ccc(OC(C)=O)cc2)C1(C#N)C#N	3	7	-4	28	-31	x	10	-4
COc1ccc(S(=O)(=O)N2CCCCC2)cc1NS(=O)(=O)c1ccccc1	-4	-5	-3	12	-15	-11	14	-10
CCOC(=O)/C(C#N)=C/Nc1cc(OC)ccc1OC	6	0	x	-7	x	x	-9	5
O=C(N/C(=C\c1ccc(Br)cc1)C(=O)N1CCOCC1)c1ccc([N+](=O)[O-])cc1	2	7	0	-8	x	4	-2	-3
O=C(Cc1ccsc1)Nc1ccccc1F	-1	-8	0	-10	x	8	-12	-1
COc1cc2ccccc2ccc1=NO	-2	8	1	-22	4	17	-5	-6
C=C1C(=O)O[C@H]2[C@H]1[C@H](OC(=O)/C(C)=C\C)C[C@]1(CO1)[C@@H]1[C@H](OC(C)=O)C=C(C)[C@]21O	-1	-3	x	16	x	6	-3	5
COc1ccc(NC(=O)c2c(-c3c(Cl)cccc3Cl)noc2C)c(OC)c1	-4	7	2	26	18	-12	25	-5
CCc1ccc(NC(=O)Nc2cccc(OC)c2)cc1	-3	-2	-29	-126	-3	-119	-142	3
CC(C)NC(=O)N(C)C[C@@H]1Oc2ncc(-c3cc4ccccc4o3)cc2C(=O)N([C@H](C)CO)C[C@@H]1C	3	18	2	x	-12	-10	-15	-5
Cc1cccc(S(=O)(=O)N2C[C@@H](O)COC[C@@H]3O[C@H](CC(=O)Nc4ccccc4)CC[C@H]32)c1	1	-11	1	-9	3	14	9	-4
Cc1ccc(S(=O)(=O)N2CCOCC2)cc1NC(=O)COc1cccc(Oc2ccccc2)c1	4	-3	3	17	-29	9	7	0
CN(C)C(=O)C[C@H]1C[C@@H]2c3cc(NC(=O)c4cccnc4)ccc3O[C@@H]2[C@H](CO)O1	-3	2	x	-24	5	-24	x	3
O=S(=O)(/N=C(\c1ccccc1F)N1CCCCC1)c1ccccc1	x	-4	0	-15	-2	-12	x	x
COc1cccc(/C=N/NC(=O)c2cnn(-c3ccccc3)c2N)c1	1	12	-1	-59	x	-53	-102	0
COc1ccc(S(=O)(=O)N2CCCCC2c2cc(C(=O)Nc3ccc(OC)cc3C)no2)cc1 (stereo not given)	4	2	x	23	-5	21	-1	0
CCCNC(=O)N1CCC(C(=O)c2ccc(Cl)cc2)CC1	x	1	-4	0	4	x	x	x
Cc1cc(C(=O)N2CCN(Cc3ccccc3)CC2)ccc1[N+](=O)[O-]	4	2	9	9	x	-1	-4	1
CCCC(=O)N(C)c1nnc(-c2ccc(OC)cc2)s1	x	1	3	-129	1	x	x	x
O=C(N[C@H]1CC[C@H](CCNC(=O)C2CCCCC2)O[C@H]1CO)c1ccncc1	-1	1	0	-24	-6	3	0	-21
Cc1ccc(O)c(C(=O)C=Cc2ccccc2)c1	-6	2	x	x	x	-27	-18	-1

2 compounds from above with just FN deposit inh.
molecule | FN deposit inh
CCOC(=O)/C(C#N)=C/Nc1cc(OC)ccc1OC | 0
O=C(N/C(=C\c1ccc(Br)cc1)C(=O)N1CCOCC1)c1ccc([N+](=O)[O-])cc1 | 7

Next section:
SMILES	ERAP1 HTS inh	FN deposit inh	PglD DTNB	PAX8 reporter	PGC1a acetyl inh	LGR2 antag	EWS-Fli inh	S100A4 inh HTS
CCNC(=O)[C@@H]1[C@@H](CO)[C@@H]2Cn3c(ccc(C4=CCCCC4)c3=O)[C@H]1N2Cc1ccncc1	0	x	1	1	x	-6	-9	4
O=C(NCc1ccccc1)[C@@H]1CCCN1C(=O)[C@H]1CCCN1C(=O)c1ccccc1F	-1	6	x	8	x	12	-1	4
NS(=O)(=O)c1ccc(NC(=O)c2cccc(N3C(=O)c4ccccc4C3=O)c2)cc1	-5	1	-8	-11	x	-2	2	21
CCOC(=O)c1ccc(NC(=O)/C=C/c2cccs2)cc1	-2	1	x	-126	-11	-15	-26	-1
Cc1cc(C(=O)Nc2ccc(C)c(S(=O)(=O)N3CCOCC3)c2)c2ccccc2n1	-6	-4	5	2	2	-14	6	-5
COc1cccc(CN2C(=O)C(C)N(C(=O)c3c(F)cccc3F)c3ccccc32)c1 (stereo not given)	0	6	-2	20	-18	6	20	1
Cc1noc(C)c1NC(=O)N(C)C[C@H]1Oc2c(NC(=O)c3ccncc3)cccc2C(=O)N([C@H](C)CO)C[C@@H]1C	0&2	0	11&-2	-10	-6&1	2&10	3&2	2&0
OC(CNCC#Cc1ccccc1)c1ccccc1 (stereo not given)	x	-5	-5	-9	18	7	6	-5
COc1cccc(C2CNC3(CCCC(C)C3)c3[nH]c4ccccc4c32)c1OC (stereo not given)	-2	8	3	32	-3	6	11	-7
COc1cccc(CCNC(=O)COc2cccc3c2OC(C)(C)C3)c1	3	4	7	1	2	1	-7	-10
CN1c2ccc(Br)cc2[C@@H]2[C@@H](CCN2C(=O)Nc2cccc(F)c2)[C@H]1CO	x	6	2	-2	18	22	-15	x
Cc1cc(C)c(OCC(=O)Nc2nnc(C3CC3)s2)c(C)c1	-1	6	x	-6	x	-4	0	-9
Nc1[nH]c(C(=O)c2ccc(Br)cc2)c(-c2ccncc2)c1C(=O)NCCc1c[nH]c2ccccc12	1	-5	x	4	x	-3	8	9
C[C@H](CO)N1C[C@H](C)[C@H](CN(C)S(=O)(=O)c2cn(C)cn2)Oc2cc(C3=CCCC3)ccc2S1(=O)=O	2	0	4	-29	-11	0	-6	-12
CCC(C)C(=O)Nc1cc(C(=O)OC)cc(C(=O)OC)c1 (stereo not given)	-2	x	7	x	6	4	0	2
CCOC(=O)[C@]12CCCC=C1N(Cc1ccccc1)C(=O)[C@H](CC(=O)NCCc1ccccc1OC)C2	x	14	x	5	x	8	2	-1
Fc1ccc(-n2nnc(-c3ccccc3Cl)n2)cc1	0	2	-3	1	15	2	-7	-2
O=C(Nc1ccc2c(c1)CCC2)c1ccc(Br)o1	x	1	6	-221	3	x	x	x
COc1ccc(/C=N\NC(=O)COc2ccc(Cl)cc2Cl)c(C(=O)O)c1OC	x	-2	-2	4	x	10	x	x
CCN1CCc2c(sc(NC(=O)COc3ccccc3)c2C(=O)OC)C1	0	4	-4	-4	x	-35	-8	-7
CCN1[C@H](C(=O)NCCc2cn(C)cn2)[C@@H](CO)[C@@H]2Cn3c(ccc(-c4cccnc4)c3=O)[C@@H]21	6	x	1	-1	-7	4	-9	8
CCCOC(=O)c1ccc(NC(=O)c2cc(Cl)ccc2OC)cc1	1	-7	-4	-19	-7	-15	-14	-14
CC(C)(C)NC(=O)COC(=O)c1ccc(Cl)c(S(N)(=O)=O)c1	3	x	x	-1	2	11	13	-1
COc1ccc(OC)c(NC(=O)CCCC(=O)NC2CCCCC2)c1	-2	-3	0	13	x	2	7	0
CCCC#Cc1ccc([C@H]2[C@@H](CO)N3CCCCN(Cc4cccnc4)C[C@@H]23)cc1	0	x	-2	6	-1	6	0	-3
CC(=O)Nc1ccc(S(=O)(=O)N2CCC(N3CCCCCC3)CC2)cc1	6	0	1	-27	29	x	-3	-2
Cc1c(C(=O)N2CCCc3ccccc32)oc2ccccc12	4	-9	1	-57	1	-36	x	-4
COCc1nnc(NC(=O)c2ccc(S(=O)(=O)N(CC(C)C)CC(C)C)cc2)o1	0	-10	x	4	4	-12	15	-7

One compound at a time, as listed above. Screens in order: ERAP1 HTS inh, FN deposit inh, PglD DTNB, PAX8 reporter, PGC1a acetyl inh, LGR2 antag, EWS-Fli inh, S100A4 inh HTS
Profile of COc1cc2ccccc2ccc1=NO → -2, 8, 1, -22, 4, 17, -5, -6
Profile of O=C(Cc1ccsc1)Nc1ccccc1F → -1, -8, 0, -10, x, 8, -12, -1
Profile of NS(=O)(=O)c1ccc(NC(=O)c2cccc(N3C(=O)c4ccccc4C3=O)c2)cc1 → -5, 1, -8, -11, x, -2, 2, 21
Profile of Cc1noc(C)c1NC(=O)N(C)C[C@H]1Oc2c(NC(=O)c3ccncc3)cccc2C(=O)N([C@H](C)CO)C[C@@H]1C → 0&2, 0, 11&-2, -10, -6&1, 2&10, 3&2, 2&0
Profile of CC(C)(C)NC(=O)COC(=O)c1ccc(Cl)c(S(N)(=O)=O)c1 → 3, x, x, -1, 2, 11, 13, -1
